Bioassay records (PubChem BioAssay)
sEH activator: activators of human soluble epoxide hydrolase; P34913; purified human sEH enzymatic activity, activator screen; activation, % at 2 µM; actives 0.04% (n = 91,000); in the data active means activation above about 37%; further: values of inactives mirror those of a sister screen read the other way
Target sequence (P34913 whole entry, looked up): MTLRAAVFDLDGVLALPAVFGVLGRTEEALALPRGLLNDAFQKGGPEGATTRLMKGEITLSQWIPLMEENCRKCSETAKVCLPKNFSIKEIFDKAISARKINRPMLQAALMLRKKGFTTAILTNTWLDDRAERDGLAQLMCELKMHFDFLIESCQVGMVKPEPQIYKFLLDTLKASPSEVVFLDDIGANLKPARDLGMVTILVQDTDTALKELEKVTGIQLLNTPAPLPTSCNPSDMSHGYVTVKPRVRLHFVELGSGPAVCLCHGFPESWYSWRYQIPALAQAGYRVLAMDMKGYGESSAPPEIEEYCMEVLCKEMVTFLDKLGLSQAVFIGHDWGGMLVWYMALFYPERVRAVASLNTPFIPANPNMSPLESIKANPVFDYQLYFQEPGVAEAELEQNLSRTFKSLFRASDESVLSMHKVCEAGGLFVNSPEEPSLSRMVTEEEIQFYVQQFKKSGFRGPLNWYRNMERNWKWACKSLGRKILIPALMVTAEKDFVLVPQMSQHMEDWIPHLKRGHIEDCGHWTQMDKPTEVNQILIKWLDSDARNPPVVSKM
Smad3 inh: inhibitors of human Smad3 transcription factor binding | actives 0.29% (n = 88,000) | AID 630 | TR-FRET Smad3/Dy647-FoxH1 peptide binding, europium anti-His | P84022 | inhibition, % at 25 µM;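 active means compounds that reduce the energy-transfer binding signal between the protein and its labelled peptide by more than half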;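 further: 0% = Smad3 plus labelled peptide maximal FRET and 100% = peptide-only background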
Target sequence (P84022 whole entry, looked up): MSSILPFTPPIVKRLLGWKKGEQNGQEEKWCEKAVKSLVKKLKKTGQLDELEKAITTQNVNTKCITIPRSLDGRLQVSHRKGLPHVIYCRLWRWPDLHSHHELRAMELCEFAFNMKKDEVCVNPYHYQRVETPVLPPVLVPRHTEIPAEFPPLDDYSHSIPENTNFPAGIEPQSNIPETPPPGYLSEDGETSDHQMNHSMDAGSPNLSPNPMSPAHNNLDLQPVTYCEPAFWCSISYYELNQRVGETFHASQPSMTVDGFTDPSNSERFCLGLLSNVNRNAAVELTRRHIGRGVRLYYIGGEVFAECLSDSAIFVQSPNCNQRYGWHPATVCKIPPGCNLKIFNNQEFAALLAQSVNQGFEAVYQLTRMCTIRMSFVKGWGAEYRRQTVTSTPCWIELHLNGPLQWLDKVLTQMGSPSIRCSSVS
sEH inh: inhibitors of human soluble epoxide hydrolase. P34913. recombinant human sEH enzymatic activity assay. inhibition, % at 2 µM. actives 0.34% (n = 91,000). AID 707; in the data active means inhibition above about 80%; further: values of inactives mirror those of a sister screen read the other way; many of its hits are not listed in these tables
F-actin modifier: cytoskeleton assembly modification; HUVEC TNFa F-actin phalloidin imaging, high content; inhibition, % at 2 µM; actives 0.18% (n = 91,000); AID 836;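 active means inhibition above the batch mean plus 3 SD and confirmed as a hit by visual image inspection, cut at about 30% in these data, passing the limit was not always enough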; further: strong numbers were not always called active
HUVEC tox TNFa: HUVEC cytotoxicity counter-screen, TNF alpha stimulated. HUVEC TNFalpha-stimulated, Hoechst cell count, imaging. cell count reduction, % at 2 µM. actives 0.17% (n = 93,000);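 active means cell count reduction exceeding the screen mean by over 5 SD, scaled to untreated wells per plate, cut at about 78% in these data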;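 further: cells counted after 24 h of TNF alpha exposure following the 1 h pretreatment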
ERb coact inh: ER-beta (human) coactivator binding inhibition; actives 1.3% (n = 86,000); Q92731; inhibition, % at 25.6 µM; TR-FRET ER-beta LBD / SRC1-Cy5 peptide binding; receptor agonist-loaded with 1 µM estradiol;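 active means compounds whose percent inhibition of the receptor-coactivator binding signal exceeds about 50% in the single-dose screen, limit read from the data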;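 further: 0% = receptor plus peptide wells without compound and 100% = peptide-only wells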
VCAM1 TNFa inh: reduces TNF alpha induced VCAM1 expression in HUVEC | HUVEC TNFa-induced VCAM-1 immunofluorescence, high-content imaging | actives 0.48% (n = 95,000) | AID 802 | inhibition, % at 2 µM;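 active means inhibition above the batch mean plus 3 SD, with images confirmed as a hit by eye, cut at about 37% in these data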;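 further: 0% = TNF-stimulated DMSO wells and 100% = unstimulated control wells; not every result past the cut was called active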
HUVEC tox IL1B: HUVEC cytotoxicity counter-screen, IL-1B stimulated | HUVEC cell count loss, Hoechst imaging | cell count reduction, % at 2 µM | actives 0.41% (n = 94,000);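 active means cell count reduction more than 3 SD above the screen-wide mean, cut at about 70% in these data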;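 further: normalized per plate to untreated control cells as the no-loss baseline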
Calb biofilm kill: kills Candida albicans biofilms. C. albicans biofilm + clotrimazole, Alamar Blue. inhibition, % at 6 µM. actives 0.14% (n = 85,000). AID 834;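 active means inhibition above 20%; inactive means inhibition below 20%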;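 further: preformed 24 hr biofilms exposed to compound for 48 hr; 0% = biofilm without compound and 100% = blank killed by clotrimazole plus chlorhexidine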
* = called active by the depositor; · = not tested or not shown; [ ] = remark or other dose. The list is partial; count on the stated rates, not on these rows.

SMILES | sEH activator | Smad3 inh | sEH inh | F-actin modifier | HUVEC tox TNFa | ERb coact inh | VCAM1 TNFa inh | HUVEC tox IL1B | Calb biofilm kill
CCOC(=O)N1CCN(C(=O)CSc2ccccc2)CC1 | 1.9 | 7.3 | -1.4 | · | -16.0 | -9.2 | 12.6 | 11.3 | 3.8
COc1ccc(N(CC(=O)Nc2ccc(C)cn2)S(=O)(=O)c2c(C)noc2C)cc1 | · | 2.8 | · | -37.5 | 44.6 | -4.1 | 43.5 | -31.1 | 5.7
COc1ccccc1S(=O)Cc1ccc(C(=O)NCc2ccccc2Cl)o1 (stereo unspecified) | -43.2 | 0.3 | 44.5 | 6.3 | 0.4 | -9.5[fluorescence artefact?] | -8.4 | -16.2 | 5.3
O=C(Nc1ncc(Cc2cc(Cl)ccc2Cl)s1)c1ccc([N+](=O)[O-])cc1 | -56.1 | · | 54.9 | · | -7.3 | · | 1.2 | 8.6 | ·
CC(=Nc1ccc(C)c(C)c1)C1=C(O)CSC1=O | -8.0 | 11.3[fluorescence artefact?] | 8.4 | -67.9 | 2.4 | -0.8 | 0.3 | -42.4 | 8.0
COc1ccccc1-n1c(C)cc(C=O)c1C | 2.2 | 0.4 | -2.9 | 13.8 | -2.9 | 1.6 | -8.0 | 1.9 | 7.7
CCCNC(=O)C(=O)Nc1ccc(N(C)C)cc1 | 1.3 | 90.9*[fluorescence artefact?] | 3.6 | -3.5 | · | -5.1 | -11.2 | -5.7 | 5.1
CCOC(=O)N1CCN(C(=O)CS(=O)Cc2nc(-c3ccc(C)cc3)oc2C)CC1 (stereo unspecified) | -11.3 | 4.3 | 10.6 | -9.9 | -9.1 | -7.0 | -1.2 | 21.9 | 16.7
CO/N=C(/CNC(=O)c1ccc(F)cc1)c1ccc(Cl)cc1 | -0.7 | · | 2.9 | 2.2 | -10.7 | · | 23.8 | -27.2 | ·
c1cncc(-c2nc(N3CCCCCC3)c3ccccc3n2)c1 | -3.1 | 4.9 | 3.5 | -9.8 | -32.1 | -0.5[fluorescence artefact?] | 13.4 | -25.7 | 0.4
O=C(CSc1ncn[nH]1)NC1CC2CCC1C2 (stereo unspecified) | -6.8 | -0.4 | 9.3 | 10.7 | -12.6 | -11.8 | 23.8 | -9.6 | 5.3
CC1N(O)C(C)(C)C(c2ccccc2)=[N+]1[O-] (stereo unspecified) | -6.6 | 8.6[fluorescence artefact?] | 8.9 | 0.3 | -28.1 | -6.4 | 4.2 | 4.3 | 1.5
CN(C)S(=O)(=O)c1cccn1-c1ncc(C(F)(F)F)cc1Cl | 3.8 | 11.9 | -5.9 | 8.1 | -17.8 | -18.4[fluorescence artefact?] | 7.4 | -2.9 | 0.1
CS(=O)(=O)N(CC(=O)N1CCOCC1)Cc1ccccc1 | 13.4 | 7.8 | -15.3 | 1.1 | 7.9 | 37.8 | -6.2 | -21.1 | 1.7
COc1ccc(C2(C(=O)Nc3nncs3)CCCC2)cc1 | -0.9 | -6.1 | 2.3 | -6.8 | 6.5 | -7.7 | 11.0 | -12.5 | 7.3
C=CCn1c(COc2ccccc2)nnc1SCC(=O)C(C)(C)C | 9.9 | 17.2 | -12.2 | -28.8 | -15.6 | 7.8 | 13.8 | -10.4 | 3.2
CCn1c(-c2ccccc2Cl)nn(CC(=O)Nc2ccccc2C)c1=S | -5.8 | · | 8.2 | -0.4 | 2.0 | · | 2.3 | -67.2 | ·
CCOc1ccc(-c2nnc(NC3=NCCCCC3)o2)cc1 | 2.6 | 6.3 | -3.8 | -1.3 | 4.8 | -3.8 | -6.1 | -10.7 | 4.9
CCOc1nc(SC(C(C)=O)C(=O)Nc2ccccc2)nc(N(C)C)n1 (stereo unspecified) | 9.3 | 6.5 | -9.1 | -16.9 | -20.3 | 7.0[fluorescence artefact?] | 15.5 | -2.2 | 0.6
CCCCN(CC)S(=O)(=O)c1ccc(C(=O)Nc2nnc(CSC)o2)cc1 | -8.7 | · | 8.0 | -19.6 | 5.4 | · | -9.1 | 17.5 | ·
CC(C(=O)NCc1ccccc1)N1C(=O)C2CC=C(Cl)CC2C1=O (stereo unspecified) | 9.8 | 9.0 | -5.7 | 22.0 | -17.7 | 0.8 | 3.5 | 8.1 | 8.0
COc1ccc(Nc2nc(N)nc(CSc3nnc(C)s3)n2)cc1 | 24.2 | -1.6 | -20.8 | 11.7 | 9.7 | -6.0 | 8.5 | 11.3 | -2.3
CCn1cc(C(=O)NCC2CCCO2)c(=O)c2cc(S(=O)(=O)N3CCCCC3)ccc21 (stereo unspecified) | -27.2 | 6.5 | 28.7 | -2.6 | -3.0 | 41.9 | 1.3 | 7.2 | 4.6
CCOc1ccc(Cl)cc1S(=O)(=O)n1nnc2ccccc21 | -3.9 | -4.1 | 3.2 | -8.5 | -6.2 | 20.0[fluorescence artefact?] | -8.1 | -5.7 | 7.8
CC(C)(C)c1cc(C(F)(F)F)c(C#N)c(=O)[nH]1 | -6.3 | 4.9[fluorescence artefact?] | 9.2 | 4.1 | 12.9 | -7.7 | 1.7 | -11.4 | 5.7
(listing goes on)
SMILES | sEH activator | Smad3 inh | sEH inh | F-actin modifier | HUVEC tox TNFa | ERb coact inh | VCAM1 TNFa inh | HUVEC tox IL1B | Calb biofilm kill
COc1cc(CN2CCN(c3ccccc3F)CC2)cc(OC)c1O | 3.9 | 4.3 | -3.8 | -0.7 | 3.7 | 3.2 | -4.6 | -3.5 | 1.9
Cc1ccc(N2C(=O)CSC2c2cccnc2)cc1F (stereo unspecified) | -2.2 | · | 0.1 | -34.1 | -29.6 | · | 14.9 | 2.8 | ·
CC(C)n1c(NCc2cc(Cl)ccc2O)nc2ccccc21 | 4.4 | -9.7 | -7.2 | 15.8 | -13.9 | 12.1[fluorescence artefact?] | 1.8 | 7.0 | 12.0
Cn1c(/C=C/N2CCOCC2)c(C(=O)c2ccc(Br)cc2)c(=O)n(C)c1=O | -5.9 | 0.8 | 0.7 | -19.4 | 4.2 | -5.0 | 1.1 | -114.1 | 0.5
O=[N+]([O-])/C=C/c1cn(Cc2ccc(F)cc2)c2ccccc12 | 13.8 | · | -12.9 | -3.8 | 17.6 | · | -1.3 | 0.3 | ·
Oc1ccc(CNC2CCCCC2)cc1 | · | 4.3[fluorescence artefact?] | · | -29.0 | 44.9 | -11.9 | 44.3 | -12.4 | 5.7
COc1cc(NC(=O)CN2CCN(S(=O)(=O)c3ccc(C(C)C)cc3)CC2)cc(OC)c1 | -6.6 | · | 9.0 | 13.4 | 38.8 | · | 16.9 | 0.0 | ·
Cc1ccc(/C=N/NC(=O)C2=NNC(c3ccccc3)(c3ccccc3)C2)c(O)c1 | 6.7 | -2.6 | -3.3 | 13.9 | -15.8 | 19.0 | 6.4 | -47.0 | 2.8
CC(O)CNc1nc2ccccc2n1CC(=O)NCCc1ccc(Cl)cc1 (stereo unspecified) | 7.1 | -6.3 | -9.2 | 10.9 | -12.5 | -0.4 | 1.3 | -175.0 | 4.3
COc1ccc(OCC(O)CN(C2CCCCC2)C2CCCCC2)cc1 (stereo unspecified) | 15.5 | 0.2 | -14.0 | 31.8 | -12.1 | 4.1 | -6.0 | · | 7.8
COc1cc(C(c2nnnn2C(C)(C)C)N2CCN(c3nc4ccccc4s3)CC2)ccc1O (stereo unspecified) | -5.9 | -5.3[fluorescence artefact?] | 7.4 | 2.5 | -17.7 | -3.3 | 2.5 | -22.9 | 3.8
Cc1ccc(-c2noc(CSc3nnc(CCc4ccccc4)n3-c3ccccc3)n2)cc1 | -9.2 | -6.7 | 6.8 | 2.6 | -27.5 | -3.6 | -1.1 | -37.0 | 0.9
COc1ccc(Br)cc1-c1noc(-c2ccncc2)n1 | 4.7 | 9.0[fluorescence artefact?] | -3.4 | 0.2 | 13.4 | 16.3 | 14.2 | -36.6 | 4.9
CCN(CC)CC(O)COCCC12CC3CC(CC(C3)C1)C2 (stereo unspecified) | 9.6 | -7.8 | -16.0 | 14.7 | -13.4 | 9.1 | -1.7 | 1.4 | -3.7
CCOC(=O)C1C(=O)NC(SCC(=O)Nc2nccs2)=C(C#N)C1c1ccccc1OCC (stereo unspecified) | -1.2 | 1.4 | 6.0 | -1.6 | · | 9.7[fluorescence artefact?] | 23.3 | -5.7 | 7.0
COc1cc(/C=C(\C#N)c2nc3c(s2)CCCC3)ccc1O | 17.9 | · | -20.4 | -8.0 | -0.9 | · | 1.3 | 10.5 | ·
Cc1ccc2c(CC(=O)Nc3sccc3C(N)=O)coc2c1 | 31.2 | 15.4 | -29.5 | 16.7 | -33.6 | 15.5 | -32.9 | -12.6 | -3.0
CCCCN(CCCC)C(=O)/C=C/c1cccc([N+](=O)[O-])c1 | 7.8 | · | -8.9 | -16.5 | -51.3 | · | 13.9 | -8.9 | ·
COc1ccc(-n2c(SCC(=O)NCc3ccco3)nc3c([nH]c4ccccc43)c2=O)cc1 | 11.0 | -7.9 | -12.7 | -5.3 | -17.7 | 9.1 | 13.6 | 8.7 | 3.3
Nc1nc(NC(=O)c2cccnc2)nn1-c1ccccc1 | 11.6 | 15.6 | -9.8 | 1.9 | -9.8 | 15.4[fluorescence artefact?] | 1.7 | -9.4 | 2.9
COc1cc(/C=N\NC(=O)C2C(=O)NCC2c2ccccc2)cc(OC)c1O (stereo unspecified) | -8.9 | · | 10.9 | 2.0 | -6.0 | · | 1.6 | -48.4 | ·
O=C(NCc1ccccc1Cl)c1cnccn1 | -10.8 | 4.7 | 11.9 | -6.2 | 15.7 | -1.3[fluorescence artefact?] | 25.7 | -9.3 | 9.7
Cc1cccc(NC2=NCC(=O)N2Cc2ccccc2)c1 | -1.3 | 7.3 | 1.8 | -10.0 | -23.2 | 4.2 | -3.1 | -7.2 | 1.7
CC(C)Cn1c(CN2CCN(c3ccccc3F)CC2)nc2c1c(=O)[nH]c(=O)n2C | -15.9 | -7.8 | 15.9 | 1.5 | -9.3 | -3.9 | 4.1 | -42.1 | 6.0
O=C(Nc1cccc2cccnc12)c1ccc2c(c1)OCCO2 | 12.0 | 0.1 | -11.7 | -4.6 | -10.5 | 8.9 | 11.3 | -17.5 | 3.8
Continuation:
SMILES | sEH activator | Smad3 inh | sEH inh | F-actin modifier | HUVEC tox TNFa | ERb coact inh | VCAM1 TNFa inh | HUVEC tox IL1B | Calb biofilm kill
C=CCn1c(=S)[nH]c2sc3c(c2c1=O)CCC3 | -1.8 | -3.8 | 1.5 | 8.4 | -32.1 | 3.1[fluorescence artefact?] | -9.8 | -72.3 | 3.7
Cc1cccc(C)c1NC(=O)CSc1nc(-c2ccco2)cc(C(F)(F)F)n1 | -1.5 | -3.5 | 2.9 | 1.2 | 4.9 | 1.2 | 3.5 | -1.3 | 7.9
CC(C)CCNC(=O)C12CN(Cc3ccccc3)CC1C(c1cccc([N+](=O)[O-])c1)=NO2 (stereo unspecified) | 7.5 | · | -1.5 | -8.6 | -7.5 | · | 15.3 | -26.0 | ·
CCCC(=Nc1ccccc1)C1=C(O)C(C(=O)OC)C(C)(C)CC1=O (stereo unspecified) | -16.6 | 0.5 | 14.5 | 1.7 | -28.1 | -1.8 | -6.5 | -10.4 | 5.2
COc1cc(C(=O)N2CCC(NC(=O)C(Cc3ccccc3)NC(C)=O)CC2)cc(OC)c1OC (stereo unspecified) | 4.3 | 3.1 | -4.9 | 44.3 | -29.2 | -27.9[fluorescence artefact?] | 3.6 | -19.9 | 8.4
O=C(Cc1c(O)c2ccccc2[nH]c1=O)N(Cc1ccccc1)Cc1ccccc1 | -8.4 | · | 9.2 | -5.6 | -1.7 | · | 10.4 | 2.1 | ·
